12-hLO inh: blocks human 12-lipoxygenase activity. purified 12-hLO, xylenol orange hydroperoxide absorbance. Potency, µM (titrated, usually from 57.1 µM), inactives show at the top dose activity change, negative = inhibition, usual class: inhibitors. actives 0.12% (n = 150,000). AID 1452; note: potency is the fitted concentration of half-maximal effect; nearly all actives have a fitted effect of over 55% in size; many of its hits are not listed in these tables
Target sequence (P18054 whole entry, looked up): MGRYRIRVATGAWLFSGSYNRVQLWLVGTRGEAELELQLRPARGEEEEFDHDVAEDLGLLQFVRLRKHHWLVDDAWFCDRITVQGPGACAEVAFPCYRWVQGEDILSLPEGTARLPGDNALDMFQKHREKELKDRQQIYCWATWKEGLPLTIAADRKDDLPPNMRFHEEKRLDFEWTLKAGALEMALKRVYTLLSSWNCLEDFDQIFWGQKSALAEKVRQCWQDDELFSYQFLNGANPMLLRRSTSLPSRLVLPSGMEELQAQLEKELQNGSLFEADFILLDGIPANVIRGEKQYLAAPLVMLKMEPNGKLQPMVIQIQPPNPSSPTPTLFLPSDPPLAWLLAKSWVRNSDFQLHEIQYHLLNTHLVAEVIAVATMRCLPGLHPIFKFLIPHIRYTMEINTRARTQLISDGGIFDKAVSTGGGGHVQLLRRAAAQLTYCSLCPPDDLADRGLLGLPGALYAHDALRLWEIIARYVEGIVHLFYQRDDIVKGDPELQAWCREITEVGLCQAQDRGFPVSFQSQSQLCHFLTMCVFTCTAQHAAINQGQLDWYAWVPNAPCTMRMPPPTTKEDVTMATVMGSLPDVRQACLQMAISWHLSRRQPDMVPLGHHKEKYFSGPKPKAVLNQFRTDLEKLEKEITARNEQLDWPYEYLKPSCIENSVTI
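Purified human 12hLO (150 nM final) was preincubated with compounds for 15 min at room temperature in 25 mM Hepes pH 7.0, 0.01% Triton X-100, then reacted with 40 uM arachidonic acid for 30 min. Hydroperoxide was detected with ferrous iron/xylenol orange.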
15-hLO-2 inh: blocks human 15-lipoxygenase 2 activity | O15296 | purified 15hLO-2, xylenol orange hydroperoxide absorbance | Potency, µM (series often up to 57.1 µM), inactives show at the top dose activity change, negative = inhibition, hits mostly inhibitors | actives 0.56% (n = 110,000); note: potency is the fitted concentration of half-maximal effect; nearly all actives have a fitted effect of over 60% in size; many of its hits are not listed in these tables
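Purified human 15hLO-2 (50 nM final) preincubated with compounds 15 min at room temperature in 25 mM Hepes pH 7.5, 0.01% Triton X-100, then 45 uM arachidonic acid added for 90 min; hydroperoxide detected via ferrous/xylenol orange, 573/405 nm absorbance ratio.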
IMPase inh: cell-permeable inhibitors of inositol monophosphatase (IMPase); P97697; CHO-M1 cells, IP1 accumulation, HTRF TR-FRET ratio; inhibition (IP1 accumulation), % at 46.1 µM; 120,000 tested, under 10 active; AID 901; active = well fitted curve in the direction sought with a large enough effect in the signal ratio, not every such curve was filed as active; inconclusive = small, poorly fitted or top-dose-only effect, or a change in a side signal; inactive = no such curve, though single readings can be large or run the other way; the % refers to the signal ratio;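 note: cells stimulated with carbachol in lithium chloride buffer; plate controls were DMSO basal wells for no effect and reference inhibitor wells for full effect; higher means more IMPase inhibition seen as more IP1 and lower FRET ratio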
Target sequence (P97697 whole entry, looked up): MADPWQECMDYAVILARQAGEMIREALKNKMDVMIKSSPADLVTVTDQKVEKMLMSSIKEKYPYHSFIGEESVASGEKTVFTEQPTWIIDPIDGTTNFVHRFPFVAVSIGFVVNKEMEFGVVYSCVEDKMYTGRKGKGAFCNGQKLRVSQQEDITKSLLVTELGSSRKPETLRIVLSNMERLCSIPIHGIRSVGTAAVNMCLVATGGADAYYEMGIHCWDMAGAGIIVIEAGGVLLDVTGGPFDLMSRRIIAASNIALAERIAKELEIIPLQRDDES
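The IP-One HTRF competitive assay in carbachol-stimulated CHO-M1 cells quantifies cellular IP1. Compounds spanned up to 46 uM final, and activity is expressed as AC50 from concentration-response fits of the ratio and donor data.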
PNC inhibitor: inhibitors of perinucleolar compartment assembly; PC3M PTB-GFP, PNC prevalence imaging, 16 h; stronger effect = lower value; activity change (PNC), negative = inhibition, % at 10 µM; actives 3.1% (n = 140,000);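 active = readout at or below -70, meaning at least 70% loss of cells showing the perinucleolar compartment, a nuclear body marking cancer cells; inconclusive = readout between -30 and a set limit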;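 note: plate controls were DMSO wells for no effect and camptothecin positive control wells for full effect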
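Compounds are pinned in duplicate onto adhered PC3M cells stably expressing GFP-tagged PTB and incubated 16 h at 37 C. Cells are then fixed, nuclei stained with Hoechst, and PNC-positive cells counted.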
* = called active by the depositor; ? = inconclusive; . = no result given; & = joins results of further samples; [ ] = dose if it differs, or a comment. Unless noted, calls come from the whole dose curve; as a rule, active = well fitted curve in the direction sought with a large enough effect; inconclusive = small, poorly fitted or top-dose-only effect, or another doubt; inactive = no such curve, though single readings can be large; an effect the other way counts as inactive or inconclusive. Unless noted, % is set by controls: 0 for no effect and ±100 for the full control effect.

SMILES | 12-hLO inh | 15-hLO-2 inh | IMPase inh | PNC inhibitor
CCc1nc(SCC(=O)O)c(C#N)cc1C | 10% | 6% | -5 | 8
COc1c2c(nc3ccccc13)O[C@H]([C@@](C)(O)CO)C2 | 0%[25.6 µM] | 4%[25.6 µM] | -3[20.6 µM] | .
CCOC(=O)C(CSCC(=O)c1ccc(Cl)cc1Cl)NC(=O)OC(C)(C)C (stereo not given) | ? | -12% | 3 | -5
COc1cc(S(=O)(=O)NCc2cccnc2)c(OC)cc1Br | -18% | 3% | -5 | 9
O=C(O)c1cccc(NS(=O)(=O)c2cccc3cccnc23)c1 | -2% | -1% | 10 | -13
Cc1ccc(S(=O)(=O)NCC(=O)OCC(=O)N(Cc2ccccc2)C(C)(C)C)cc1 | 1% | . | . | -25
Clc1cc(Cl)cc(Cl)c1 | -4% | -8% | . | .
CC(=O)Nc1nc(NC(=O)/C=C/c2ccccc2)n(-c2ccccc2)n1 | -3% | . | . | -11
COc1ccc2c(OC)cc(=O)n(C)c2c1 | 0% | . | . | ?
Cc1ccc(-c2nnc(-c3cccc(NC(=O)c4cccs4)c3)o2)cc1 | 5% | . | 20 | 104
CC(C)(C)c1cc(C(=O)O)nn1-c1ccccc1 | 21% | 4% | -1 | -24
COc1ccc(-n2c3c(c(=O)[nH]c2=O)C(C(F)(F)F)(C(F)(F)F)N=C(CC(C)C)N3)cc1 | -2% | 2% | 6 | 63
CC1CCCN(S(=O)(=O)c2ccc(C(=O)Nc3ccccc3-c3nc4ccccc4[nH]3)cc2)C1 (stereo not given) | -1% | . | 6 | ?
NC(=O)c1sc2nc3c(c(-c4cccs4)c2c1N)CCCC3 | -1% | . | . | 20
O=C(c1cnn2c1NC(c1ccc(Br)cc1)CC2C(F)(F)F)N1CCN(C23CC4CC(CC(C4)C2)C3)CC1 (stereo not given) | -5% | . | 7 | 3
CC(=O)c1[nH]c(C)c(C(C)=O)c1C | 2% | -9% | -6 | -17
CCOC(=O)C1CCN(C(=O)C2(NC(=O)Nc3ccccc3Cl)CCCCC2)CC1 | -4% | 1% | -10 | 8
CCCN(Cc1ccc(N(C)C)cc1)CC1CC1 | 3% | 1% | 13 | ?
Cc1cc(Oc2ccc(Cl)cc2)nc(SCC(=O)c2ccccc2)n1 | -2% | . | . | 17
COc1cc(CNC(=O)c2cccc(COc3ccc(Cl)cc3)c2)cc(OC)c1 | -3% | . | 10 | 0
CCOC(=O)CC(=O)CSc1nc2c(c(C)c1C#N)CCC2 | -12% | -10% | -3 | 13
Cc1c(C(O)CN2CCC(C(N)=O)CC2)c2ccccc2n1C (stereo not given) | -19% | -4% | 9 | 6
Cc1ccc(NC(=O)CCC(=O)N/N=C/c2ccco2)c(C)c1 | 1% | . | . | -23
Cc1cc(C)c2cc(CN(Cc3nnnn3Cc3ccc(F)cc3)C3CCCC3)c(=O)[nH]c2c1 | 2% | 36%[activator] | -2 | 31
CCCCOC(=O)CNc1n[nH]c(=S)[nH]c1=O | -2% | 2% | ? | ?
CCOC(=O)N1CCC(NC(=O)c2ccc(CNS(=O)(=O)c3ccc(F)cc3)cc2)CC1 | -1% | 0% | -1 | -29
CCn1c(SCC(N)=O)nc2c(c1=O)C1(CCCC1)Cc1ccccc1-2 | -7% | 5% | 11 | 20
CC(C)OC(=O)CCNc1n[nH]c(=O)[nH]c1=O | 3% | 2% | 1 | -27
COc1ccc(/C(O)=C2/C(=O)C(=O)N(CC3CCCO3)C2c2cccc(O)c2)cc1 (stereo not given) | 1% | 13% | -14 | 62
COc1ccc(CNC(=O)C2CCN(C(=O)N3CCOc4ccc(C)cc43)CC2)cc1 | -3% | -3% | -2 | 66
CCNCCC(=O)N1c2ccccc2Sc2ccc(NC(=O)OCC)cc21 | 9% | . | ? | -3
Fc1ccc(C2=NCCC(c3ccccc3)O2)cc1 (stereo not given) | -1%[0.00818 µM] | 20%[0.0915 µM] | . | .
CCn1cnc2scc(-c3ccccc3)c2c1=O | 2% | 1% | 11 | -107*
COc1ccc(NC(=O)Cn2c(-c3ccc(OC)cc3)cn(-c3ccc(C)cc3)c2=O)cc1 | -6% | -12% | 5 | -5
N#Cc1c(NC(=O)CSc2ncc(-c3ccccc3)n2CC2CCCO2)sc2c1CCCC2 (stereo not given) | -6% | 31%[activator] | 8 | -23
O=C(CN1N=C(c2ccc(Cl)cc2)CCC1=O)NCc1cccnc1 | 0% | . | -2 | 10
COc1ccc(C2CC(c3c(Cl)cccc3Cl)n3nc(N)nc3N2)cc1 (stereo not given) | 1% | 29% | 5 | 48
CCC(C)(C)NC(=O)C(c1cccn1C)N(Cc1ccc(C)cc1)C(=O)Cn1nnc2ccccc21 (stereo not given) | 19% | 5% | 3 | 28
Cc1cccc2sc(NC(=O)C3c4ccccc4Oc4ccccc43)nc12 | -4% | 4% | 9 | 23
CCCOc1ccc(CC(=O)NCC2(c3ccccc3)CCOCC2)cc1OC | 3% | -4% | 2 | 62
COc1cccc(CNC(=O)CN(c2cc(C)cc(C)c2)S(=O)(=O)c2c(C)noc2C)c1 | -3% | 3% | 4 | 3
Cc1ncc([N+](=O)[O-])n1CC(O)CCl (stereo not given) | -3% | . | . | 27
CCOc1ccc(N2CC(C(=O)Nc3ccccc3OC)CC2=O)cc1 (stereo not given) | 1% | . | 9 | 0
CCCOC1CCCN(C(=O)c2cc(Cl)c(Cl)cc2C(=O)O)C1 (stereo not given) | -5% | -3% | -6 | ?
CCOc1ccc(N=c2scc(-c3ccccc3)n2CCO)cc1 | 1% | 5% | 11 | 29
CN(c1ccccc1)S(=O)(=O)c1cccc(NC(=O)Cn2cnc3c2c(=O)n(C)c(=O)n3C)c1 | 2% | . | -4 | 46
CC(C)N=C(NC#N)SCc1ccc(F)cc1 | -2% | -3% | 3 | 24
Cc1ccc(S(=O)(=O)N2CCOCC2)cc1C(=O)Nc1nc(-c2cccnc2)cs1 | 1% | 5% | -10 | 31
CC(C)(C)c1ccccc1OCCCCCNCCO | 10% | 42%[activator] | -18 | 21
COC(=O)c1ccccc1NC(=O)CN1C(=O)c2ccccc2S1(=O)=O | -6% | 3% | 2 | ?

Structures listed above printed as active in PNC inhibitor.
SMILES | 12-hLO inh | 15-hLO-2 inh | IMPase inh | PNC inhibitor
CCn1cnc2scc(-c3ccccc3)c2c1=O | 2% | 1% | 11 | -107*

The list continues:
SMILES | 12-hLO inh | 15-hLO-2 inh | IMPase inh | PNC inhibitor
Fc1ccc(CNC(=S)NC2CCCC2)cc1 | 3% | . | . | 42
O=C(COc1ccc2ccccc2c1)Nc1ccc(Cc2ccncc2)cc1 | -25% | 8% | 5 | ?
Cc1sc2ncnc(SCC(=O)NCC(C)C)c2c1C | -1% | 0% | 2 | 27
CCN(CC)CCNC(=S)Nc1ccc(Cl)cc1 | 3% | . | 14 | -7
N[C@@H]1CCN(O)C1=O | 0%&-4% | 32%&4%[activator] | -8&5 | .
COC(=O)c1ccc(NC(=O)COC(=O)CSc2nc(C)cc(C)n2)cc1 | 3% | 15% | ? | 23
CCOC(=O)CC(C)(C)/C(C)=N/Nc1ccc([N+](=O)[O-])cc1[N+](=O)[O-] | 1% | . | . | ?
O=C(Nc1ccc(N2CCOCC2)cc1)c1ccncc1 | 2% | . | ? | 46
CC1=NNC(=O)C(CC(=O)Nc2ccc(Cl)c(Cl)c2)C1 (stereo not given) | -1% | . | . | 1
O=C(Nc1ccccc1F)c1ccc(OCc2ccccc2)cc1 | 0% | . | . | ?

Entries of single compounds, quoted from the list.
O=C(COc1ccc2ccccc2c1)Nc1ccc(Cc2ccncc2)cc1 is listed as 12-hLO inh: -25%; 15-hLO-2 inh: 8%; IMPase inh: 5; PNC inhibitor: ?
N[C@@H]1CCN(O)C1=O is listed as 12-hLO inh: 0%&-4%; 15-hLO-2 inh: 32%&4%[activator]; IMPase inh: -8&5; PNC inhibitor: .

The list continues.
SMILES | 12-hLO inh | 15-hLO-2 inh | IMPase inh | PNC inhibitor
Cc1cc(OCn2ccc(C(=O)O)n2)ccc1Cl | 3% | 9% | 2 | 12
O=C(Cc1cccc2ccccc12)NN1C(=O)C2C(C1=O)C1C=CC2C12CC2 (stereo not given) | -2% | . | 5 | ?
COc1ccccc1C1=Nc2cccc3cccc(c23)N1 | -14% | ? | 15 | 2
Cc1cccc2cc(CN(Cc3ccco3)C(=O)c3ccncc3)c(=O)[nH]c12 | -1% | 3% | 6 | -25
Cc1c(Cl)cnc(NC(=O)COC(=O)CCS(=O)(=O)c2ccccc2)c1Cl | -7% | 7% | 1 | ?
Cc1ccc2nc(NC(=O)/C=C/c3ccc4c(c3)OCO4)sc2c1 | -1% | . | . | 30
COCCN(C(=S)Nc1cc(C)ccc1C)C(C)c1cccnc1 (stereo not given) | -2% | . | . | -3
O=C(c1cccs1)N1CCOCC1 | -8% | 13% | 4 | 19
CCOC(=O)Cn1nc(-c2ccccc2)nc1-c1ccccc1 | -10% | -1% | -1 | -2
Cc1noc(C)c1C(=O)Nc1sc2c(c1C(N)=O)CCCCC2 | -6% | -4% | 7 | ?
O=C(NCc1ccccn1)Nc1ccc(F)cc1 | 2% | 5% | -2 | -8
Oc1ccccc1Oc1c(F)c(F)nc(N2CCCC2)c1F | -8% | . | . | 0
Cc1ccc2nc(Cl)c(/C=N/Nc3nc(C)cc(C)n3)c(=O)n2c1 | -4% | . | . | 2
Cc1cccc(N2CCN(C3=NC(=O)C(=C4CCCCC4)S3)CC2)c1 | -7% | -11% | 11 | ?
CCOc1ccc(S(=O)(=O)Nc2nc3ccccc3nc2Nc2ccc(N3CCOCC3)cc2)cc1 | 2% | . | 9 | ?
COc1cc(/C=N/Nc2snc(SC)c2C#N)cc(OC)c1OC | -5% | ? | 6 | -105*
CCCCCn1c(SCC(=O)OCC)nc2cc(C(=O)NCc3ccco3)ccc2c1=O | -9% | -13% | 0 | 41
Cc1ccc(-n2cccc2/C=N/n2cnnc2)cc1Cl | -5% | -1% | -1 | 18
Cc1ccc(NC(=O)CSc2nccn2Cc2ccccc2)cc1C | -20% | 54%[activator] | 1 | ?
O=C(CNC(=O)c1ccccc1F)NCCOc1cccc(Cl)c1Cl | 0% | . | . | 57
Nc1nnc(CCS(=O)(=O)c2ccc(Cl)cc2)s1 | 0% | -7% | 10 | ?
Cc1ccc(S(=O)(=O)/N=c2\sccn2C)cc1 | 4% | 14% | -6 | 99
Cc1nn(-c2ccccc2)c2nc(-c3ccco3)cc(C(=O)O)c12 | -10% | -2% | -8 | 13
CN(C)c1ccc(-c2nc3ccccc3n2C)cc1 | -2% | -3% | -3 | 45
CCCCNC(=O)c1ccc(NS(=O)(=O)c2ccccc2)cc1 | -2% | -2% | 19 | -27
Cc1ccc(NC(=S)NNC(=O)C2CC2c2ccc(C)cc2)cc1 (stereo not given) | -14% | . | 2 | -100*
CCc1cccc2c(C(=O)COC(=O)c3ccc(O)cc3)c[nH]c12 | 4% | . | . | 46
CC(C)Oc1ccc(NC(=O)c2ccncc2)cc1 | 1% | -1% | 16 | 32
COc1ccc(-c2cn(-c3ccc(C)cc3)c(=O)n2CC(=O)Nc2cccc(F)c2)cc1 | -10% | -17% | -5 | 60
COC(=O)c1ccc(C(/C=C/[C@@H](C)C(=O)NCc2cc(C)n(C)n2)NC(=O)OCc2ccccc2)cc1 (stereo not given in full) | 1% | -2% | . | .
Cc1cccc(NC(=S)N/N=C/c2ccc([N+](=O)[O-])s2)c1 | ? | . | 12 | 6
CCc1c(C#N)c(SCCC(=O)Nc2cccc(OC)c2)nc2c1C(=O)CC(C)(C)C2 | ? | -4% | -1 | 29
COc1ccc(-c2oc3ccccc3c(=O)c2O)cc1OC | 1% | -8% | . | .
COc1cccc(-n2nnnc2SCC(=O)NCCc2ccccc2)c1 | -8% | -6% | -6 | -12
c1ccc(CSCc2nc3ccccc3[nH]2)cc1 | -2% | . | . | -18

Screening data: PubChem BioAssay, National Center for Advancing Translational Sciences (NCATS)

An excerpt. The share of hits here may be higher or lower than overall.
